Screening data deposited in PubChem by Broad Institute.
IDH1 mut inh – inhibitors of human IDH1 R132H; O75874; IDH1 R132H reductase, diaphorase/resazurin fluorescence, 60 min; inhibition, % at 10 µM; actives 0.18% (n = 70,000); AID 624101; in the data active = inhibition above about 34%;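 also: 0% = DMSO and 100% = no enzyme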
EZH2 inh – EZH2 (human) methyltransferase inhibition; actives 0.35% (n = 57,000); Q15910; PRC2 H3K27 methylation, DELFIA TRF, 1 h; inhibition, % at 12.5 µM; AID 651548;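 active = mean inhibition of replicates at least 50% and every single replicate also reaching 50%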;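 also: dimethyl H3K27 on biotinylated H3 21-44 peptide detected by antibody; plate controls were median neutral control wells for no effect and median positive control wells for full effect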
Target sequence (Q15910 whole entry, looked up): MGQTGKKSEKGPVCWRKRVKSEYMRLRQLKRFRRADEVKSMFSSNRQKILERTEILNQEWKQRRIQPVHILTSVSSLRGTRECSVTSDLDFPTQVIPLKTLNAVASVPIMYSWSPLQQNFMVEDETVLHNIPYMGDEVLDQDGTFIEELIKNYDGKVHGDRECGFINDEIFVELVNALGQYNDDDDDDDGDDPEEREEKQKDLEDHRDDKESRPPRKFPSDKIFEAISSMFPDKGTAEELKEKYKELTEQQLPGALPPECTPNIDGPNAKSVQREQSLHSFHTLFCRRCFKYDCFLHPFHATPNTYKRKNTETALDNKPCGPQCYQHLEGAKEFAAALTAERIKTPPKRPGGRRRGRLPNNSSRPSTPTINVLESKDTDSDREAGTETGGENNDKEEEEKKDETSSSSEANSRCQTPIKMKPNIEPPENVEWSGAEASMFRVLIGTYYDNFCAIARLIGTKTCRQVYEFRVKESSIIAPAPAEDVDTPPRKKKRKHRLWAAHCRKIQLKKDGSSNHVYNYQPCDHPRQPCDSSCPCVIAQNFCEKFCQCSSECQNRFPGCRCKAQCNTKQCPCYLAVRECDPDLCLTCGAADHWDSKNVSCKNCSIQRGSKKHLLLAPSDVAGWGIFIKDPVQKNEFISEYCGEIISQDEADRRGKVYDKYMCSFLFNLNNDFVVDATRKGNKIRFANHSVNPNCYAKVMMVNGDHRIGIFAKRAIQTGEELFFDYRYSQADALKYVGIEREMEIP
* hit, by the source's call; nt = not tested or not shown; & = joins results of further samples. Not all compounds are listed; the hit share may differ from the screen's.

SMILES | IDH1 mut inh | EZH2 inh
Cc1noc(C)c1NC(=O)Nc1ccc2c(c1)C(=O)N([C@H](C)CO)C[C@@H](C)[C@H](CN(C)S(=O)(=O)c1ccccc1)O2 | -3.4 | nt
C[C@@H]1CN([C@H](C)CO)S(=O)(=O)c2ccc(-c3ccc(C(=O)N(C)C)cc3)cc2O[C@@H]1CN(C)C(=O)C1CCC1 | -3.3 | 2
C[C@H]1CN([C@@H](C)CO)C(=O)c2cccc(NC(=O)c3ccc(-c4nccs4)cc3)c2O[C@@H]1CN(C)Cc1ccc(-c2ccccc2)cc1 | -0.1 | nt
C[C@H](CO)N1C[C@H](C)[C@@H](CN(C)C)Oc2cc(Br)ccc2S1(=O)=O | -1.5 | 24
C[C@H](CO)N1C[C@H](C)[C@H](CN(C)C(=O)Cc2ccccn2)Oc2ncc(-c3cccc(C(=O)N(C)C)c3)cc2C1=O | -0.1 | -5
CO[C@H]1CN(C)C(=O)c2ccc(NS(C)(=O)=O)cc2OC[C@@H](C)N(C)C[C@H]1C | 0.2 | 3
CC1(C)COC(CCC/C=N/NC(=O)CCCCCCC(=O)NO)OC1 | nt | -9
C[C@@H](NC(=O)/C(C#N)=C\c1ccc(O)c(O)c1)c1ccccc1 | 1.1 | 8
C[C@@H]1CN([C@@H](C)CO)C(=O)c2cc(C#CC3(O)CCCC3)cnc2O[C@@H]1CN(C)Cc1ccncc1 | 0.1 | nt
N#Cc1c(NC(=O)Cn2c(=O)oc3ccccc32)sc2c1CCC2 | -0.3 | -2
CCCN(C)C[C@@H]1Oc2ncc(-c3ccccc3)cc2C(=O)N([C@H](C)CO)C[C@@H]1C | 3.8&0.4 | 2&-4
COc1ccc(NC(=O)N(C)C[C@H]2Oc3ccc(NC(=O)CCCCCC(=O)Nc4ccccc4N)cc3C(=O)N([C@H](C)CO)C[C@@H]2C)cc1 | nt | -50
Cc1ccc(S(=O)(=O)N[C@@H]2C=C[C@H](CC(=O)NCCN3CCCCC3)O[C@@H]2CO)cc1 | -0.1 | -8
COc1ccccc1CNC(=O)C[C@@H]1C[C@@H]2c3cc(NC(=O)c4cccnc4)ccc3O[C@@H]2[C@@H](CO)O1 | -1.1 | 10
CO[C@@H]1CN(C)C(=O)c2ccc(NC(=O)c3cc(C)on3)cc2OC[C@@H](C)N(S(=O)(=O)c2ccc(F)cc2)C[C@H]1C | 0.1 | -4
C[C@H](CO)N1C[C@H](C)[C@@H](CN(C)Cc2ccccn2)Oc2ncc(-c3cccc(F)c3)cc2C1=O | 0.2 | 8
CC(C)NC(=O)N(C)C[C@@H]1OCCCC[C@@H](C)Oc2ccc(NS(C)(=O)=O)cc2C(=O)N([C@H](C)CO)C[C@H]1C | 0.2 | nt
Cc1ccc2nsnc2c1S(=O)(=O)NC(C)c1ccccc1 (stereo unspecified) | -0.2 | nt
CCc1nc(SCC(=O)Nc2c(Cl)cccc2Cl)c(C#N)c(C(F)(F)F)c1C | 3.6 | 6
COc1ccc(NC(=O)CS(=O)(=O)c2ccc3ccccc3c2)cc1 | 0.6 | 5

Single values from the entries so far.
CO[C@H]1CN(C)C(=O)c2ccc(NS(C)(=O)=O)cc2OC[C@@H](C)N(C)C[C@H]1C in IDH1 mut inh → 0.2
Cc1noc(C)c1NC(=O)Nc1ccc2c(c1)C(=O)N([C@H](C)CO)C[C@@H](C)[C@H](CN(C)S(=O)(=O)c1ccccc1)O2 in IDH1 mut inh → -3.4

Going on with the list.
SMILES | IDH1 mut inh | EZH2 inh
CCCNC(=O)Nc1ccc2c(c1)C(=O)N(C)C[C@H](OC)[C@@H](C)CN(CC1CCCC1)[C@@H](C)CO2 | 0.1 | -1
C[C@@H]1CCCCO[C@@H](CN(C)C(=O)Cc2ccccc2)[C@H](C)CN([C@@H](C)CO)C(=O)c2cc(NS(=O)(=O)c3ccccc3)ccc2O1 | 1.5 | nt
C[C@@H]1CN([C@@H](C)CO)C(=O)c2cc(NC(=O)CCC(F)(F)F)ccc2O[C@@H]1CN(C)S(=O)(=O)c1ccc(F)cc1 | -0.3 | -3
COc1ccc(S(=O)(=O)N(C)C[C@H]2OCCCC[C@H](C)Oc3ccc(NC(=O)Nc4ccc5c(c4)OCO5)cc3C(=O)N([C@@H](C)CO)C[C@@H]2C)cc1 | -0.6 | nt
CO[C@H]1CN(C)C(=O)c2cc(NC(=O)C3CCOCC3)ccc2OC[C@H](C)N(C(=O)c2ccccc2)C[C@@H]1C | 0.4 | 16
CC(=O)N(C)C[C@@H]1Oc2cc(C#Cc3cccc(F)c3)ccc2S(=O)(=O)N([C@@H](C)CO)C[C@@H]1C | -0.4 | nt
O=C(NCCNC(=O)c1ccccc1[N+](=O)[O-])c1ccc(F)cc1 | 0.2 | 9
COc1cccc(-c2cnc3c(c2)C(=O)N([C@H](C)CO)C[C@H](C)[C@H](CN(C)Cc2ccccc2)O3)c1 | -1.6&-0.1 | nt
Cc1noc(C)c1NC(=O)N[C@H]1CC[C@@H](CC(=O)N2CCN(C)CC2)O[C@@H]1CO | 0.3 | 14
C[C@@H]1CN([C@H](C)CO)C(=O)c2cccc(NS(=O)(=O)c3cccs3)c2O[C@@H]1CN(C)C(=O)NC1CCCCC1 | 3.8 | nt
Cc1noc(C)c1NC(=O)N(C)C[C@@H]1OCCCC[C@@H](C)Oc2ccc(NC(=O)c3ccncc3)cc2C(=O)N([C@H](C)CO)C[C@@H]1C | 0.5 | nt
CNC[C@H]1OCCCC[C@@H](C)Oc2ccc(NS(=O)(=O)c3ccccc3)cc2C(=O)N([C@@H](C)CO)C[C@H]1C | 1.9 | -2
O=S(=O)(N[C@@H]1CCCN(Cc2ccc(OCCO)cc2)C1)c1ccccc1 | 0.0 | -3
C[C@@H]1CN([C@H](C)CO)C(=O)c2cccc(NC(=O)c3ccncc3)c2O[C@H]1CN(C)S(=O)(=O)c1ccccc1 | nt | -2
CCn1c(SCC(=O)N2c3ccccc3Sc3ccccc32)nnc1-c1ccco1 | 0.1 | -1
COc1ccc(NC(=O)N(C)C[C@H]2Oc3ccc(NC(=O)CCCCCC(=O)Nc4ccccc4N)cc3C(=O)N([C@@H](C)CO)C[C@@H]2C)cc1 | nt | -5
CO[C@H]1CN(C)C(=O)c2ccc(NC(C)=O)cc2OC[C@@H](C)N(C(=O)c2ccccc2)C[C@@H]1C | 0.4 | 8
CO[C@@H]1CN(C)C(=O)c2cc(NC(=O)C3CCCC3)ccc2OC[C@@H](C)N(CCC(F)(F)F)C[C@H]1C | 0.1 | -16
CC(C)c1cn(CC[C@H]2CC[C@H](NS(=O)(=O)Cc3ccccc3)[C@H](CO)O2)nn1 | 0.1 | -3
C[C@@H]1CN([C@@H](C)CO)C(=O)c2cc(-c3ccc(F)cc3)cnc2O[C@@H]1CN(C)CC1CCOCC1 | -1.1 | 5
C/C=C/c1ccc2c(c1)O[C@H](CN(C)C(=O)Nc1ccc(C(F)(F)F)cc1)[C@H](C)CN([C@@H](C)CO)S2(=O)=O | 0.0 | -38
CN(C)C(=O)C[C@H]1C=C[C@@H](NC(=O)Nc2cccc(F)c2)[C@@H](CO)O1 | 0.3 | 3
CO[C@H]1CN(C)C(=O)c2ccc(NS(=O)(=O)CC(F)(F)F)cc2OC[C@H](C)N(C(=O)NC(C)C)C[C@H]1C | 0.3 | 10
C[C@H]1CN([C@@H](C)CO)C(=O)Cc2cc(NC(=O)Nc3ccc(C(F)(F)F)cc3)ccc2O[C@@H]1CN(C)C(=O)Nc1ccc(C(F)(F)F)cc1 | 0.1 | nt
C[C@@H]1CN([C@H](C)CO)C(=O)c2cccc(NC(=O)CCCCCC(=O)Nc3ccccc3N)c2O[C@H]1CN(C)C(=O)Nc1cccc2ccccc12 | nt | 4
Cc1noc(C)c1NC(=O)Nc1ccc2c(c1)C(=O)N([C@@H](C)CO)C[C@@H](C)[C@H](CN(C)S(=O)(=O)c1ccc(F)cc1)O2 | 2.8 | nt
C[C@@H]1CN([C@@H](C)CO)C(=O)c2ccccc2-c2ccccc2CO[C@H]1CN(C)S(=O)(=O)c1cccc(F)c1 | nt | -5
COc1ccc(S(=O)(=O)N(C)C[C@H]2Oc3c(NC(=O)c4ccncc4)cccc3C(=O)N([C@H](C)CO)C[C@H]2C)cc1 | 1.8 | nt
COc1ccc(S(=O)(=O)N(C)C[C@H]2Oc3ccc(NS(=O)(=O)c4ccc(Cl)cc4)cc3C(=O)N([C@@H](C)CO)C[C@H]2C)cc1 | 0.0 | nt
CCCn1c(NCCCO)nc2ccccc21 | 0.2 | -22
COc1cccc(C(=O)Nc2ccc(NC(=O)C3CCCCC3C(=O)O)cc2)c1 (stereo unspecified) | -0.9 | -3
COCC(=O)Nc1ccc2c(c1)C(=O)N(C)C[C@@H](OC)[C@H](C)CN(C(=O)c1ccccc1)[C@@H](C)CO2 | 0.6 | -17
C[C@@H]1CN([C@H](C)CO)C(=O)CCCn2cc(nn2)CO[C@@H]1CN(C)S(=O)(=O)c1ccc(Cl)cc1 | -2.6 | -2
CO[C@@H]1CN(C)C(=O)c2ccc(NC(=O)Nc3ccccc3Cl)cc2OC[C@@H](C)N(S(=O)(=O)CC(F)(F)F)C[C@H]1C | 0.2 | 2
O=C(C[C@H]1C=C[C@H](NC(=O)Nc2ccc(F)cc2)[C@H](CO)O1)NCCN1CCCC1 | 0.5 | 5
C[C@H]1CN([C@@H](C)CO)C(=O)c2cccc(NS(=O)(=O)c3ccc(Cl)cc3)c2O[C@H]1CN(C)Cc1ccncc1 | 10 | 2
CCO[C@H]1OC(C(=O)N2CCN(Cc3ccc4c(c3)OCO4)CC2)=C[C@@H](c2ccc(C(F)(F)F)cc2)[C@@H]1CCCO | nt | 7
CCOc1ccc(NC(=O)C(C)Sc2nc3ccccc3c(=O)n2-c2cccc(C)c2)cc1 (stereo unspecified) | -1.0 | -22
COc1ccccc1CNC(=O)c1ccc(Cl)c(S(=O)(=O)N2CCOCC2)c1 | -0.8 | -3
O=C1c2ccccc2C(=O)N1Cc1cc(NS(=O)(=O)c2ccccc2)ccc1Cl | 0.1 | 15
O=C(CS)NCCCCCCNC(=O)[C@@H]1C[C@@H]2C(=O)NCC(=O)N2[C@@H]1c1ccc(O)cc1 | 0.0 | 10
C[C@@H]1CN([C@H](C)CO)S(=O)(=O)c2ccc(-c3cccnc3)cc2O[C@@H]1CN(C)Cc1ccncc1 | 15 | 3
CC(=O)Nc1ccc(NC(=O)CN(c2ccc(C)c(Cl)c2)S(C)(=O)=O)cc1 | -0.2 | 12
COc1ccc(CN(C)C[C@@H]2Oc3ccc(NC(=O)Cn4cnnn4)cc3CC(=O)N([C@H](C)CO)C[C@H]2C)cc1 | 0.1 | 17
CN1CCN(C(=O)C2=C[C@H](C3CC3)C[C@H](OCCCCO)O2)CC1 | nt | 6
C[C@]12CC[C@@H]3c4ccc(O)cc4CC[C@H]3[C@@H]1CC[C@@H]2O | 0.9 | -2
O=C(N1CCOCC1)[C@]1(CCS(=O)(=O)c2ccccc2)N=C(c2ccc(OCCCO)cc2)O[C@@H]1c1ccccc1 | nt | 4
CN(C)CCCC[C@@H]1NC(=O)[C@H]2C[C@@H](C(=O)NCc3ccc(F)cc3)[C@@H](c3ccc(O)cc3)N2C1=O | 42* | -3
Cc1ccc(-c2ccc3c(c2)O[C@@H](CN(C)Cc2ccccn2)[C@H](C)CN([C@H](C)CO)S3(=O)=O)cc1 | nt | 23
CC(C)NC(=O)N[C@H]1C=C[C@H](CC(=O)N2CCCCC2)O[C@@H]1CO | 0.3 | 2
COc1ccc(S(=O)(=O)N(C)C[C@H]2Oc3ccc(NC(=O)Cn4cnnn4)cc3C(=O)N([C@@H](C)CO)C[C@H]2C)cc1 | 0.7 | nt
C[C@@H]1CN([C@H](C)CO)C(=O)Cc2cc(NC(=O)c3ccncc3)ccc2O[C@H]1CN(C)CC1CCCCC1 | 2.4 | nt
O=C(Nc1cccc(S(=O)(=O)N2CCCC2)c1)c1cc(-n2cnnc2)ccc1Cl | 0.1 | 3
C[C@@H]1CN([C@H](C)CO)S(=O)(=O)c2ccc(C#CC3CCCC3)cc2O[C@H]1CN(C)S(C)(=O)=O | -6.3 | -8
Nc1nnc(SCC(=O)Nc2ccccc2C(=O)c2ccccc2)s1 | 0.4 | 4
Cc1noc(C)c1NC(=O)N(C)C[C@@H]1Oc2ccc(NC(=O)NC(C)C)cc2CC(=O)N([C@H](C)CO)C[C@H]1C | 0.3 | nt
O=C(CN1CCCC1)Nc1sc2c(c1C(=O)Nc1ccccc1)CCCC2 | 0.1 | 2
Cn1cnc(S(=O)(=O)N[C@@H]2CC[C@@H](CC(=O)N3CCN(c4ccccc4)CC3)O[C@@H]2CO)c1 | 0.2 | 9
COc1ccc(NC(=O)Nc2ccc3c(c2)C(=O)N([C@H](C)CO)C[C@H](C)[C@H](CN(C)Cc2ccc(C(=O)O)cc2)O3)cc1 | 1.1 | nt

Molecules listed so far containing a Cl atom:
SMILES | IDH1 mut inh | EZH2 inh
CCc1nc(SCC(=O)Nc2c(Cl)cccc2Cl)c(C#N)c(C(F)(F)F)c1C | 3.6 | 6
COc1ccc(S(=O)(=O)N(C)C[C@H]2Oc3ccc(NS(=O)(=O)c4ccc(Cl)cc4)cc3C(=O)N([C@@H](C)CO)C[C@H]2C)cc1 | 0.0 | nt
C[C@@H]1CN([C@H](C)CO)C(=O)CCCn2cc(nn2)CO[C@@H]1CN(C)S(=O)(=O)c1ccc(Cl)cc1 | -2.6 | -2
CO[C@@H]1CN(C)C(=O)c2ccc(NC(=O)Nc3ccccc3Cl)cc2OC[C@@H](C)N(S(=O)(=O)CC(F)(F)F)C[C@H]1C | 0.2 | 2
C[C@H]1CN([C@@H](C)CO)C(=O)c2cccc(NS(=O)(=O)c3ccc(Cl)cc3)c2O[C@H]1CN(C)Cc1ccncc1 | 10 | 2
COc1ccccc1CNC(=O)c1ccc(Cl)c(S(=O)(=O)N2CCOCC2)c1 | -0.8 | -3
O=C1c2ccccc2C(=O)N1Cc1cc(NS(=O)(=O)c2ccccc2)ccc1Cl | 0.1 | 15
CC(=O)Nc1ccc(NC(=O)CN(c2ccc(C)c(Cl)c2)S(C)(=O)=O)cc1 | -0.2 | 12
O=C(Nc1cccc(S(=O)(=O)N2CCCC2)c1)c1cc(-n2cnnc2)ccc1Cl | 0.1 | 3
